All columns: NCI-60 one-dose screen, growth in % after 48 h at 10 µM unless noted; 100 = growth as untreated, 0 = no growth, -100 = all killed.
HT29: HT29 colon cancer; 7.4% of 81,000 active; AID 1794748
786-0: 786-0 renal cancer cells | 5.1% of 81,000 active | AID 1794775
HCT-116: HCT-116 colon cancer | 7.3% of 82,000 active
UO-31: UO-31 renal cancer | 5.2% of 81,000 active | AID 1794768
SW-620: SW-620 colon cancer | 5.2% of 82,000 active
SN12C: SN12C renal cancer cells. AID 1794767. 3.8% of 81,000 active
HCC-2998: HCC-2998 colon cancer | 4.7% of 79,000 active | AID 1794799
TK-10: TK-10 renal cancer cells. 3.9% of 81,000 active
HCT-15: HCT-15 colon cancer. 5.2% of 82,000 active
* hit, by the source's call; . = no result given. How the source made its calls: active means growth percent below 10; inactive means the rest.

canonical_smiles	HT29	786-0	HCT-116	UO-31	SW-620	SN12C	HCC-2998	TK-10	HCT-15
CCN1CCN(CCCNc2nccc(-c3cn(-c4ccccc4)nc3-c3ccc(Cl)c(O)c3)n2)S1(=O)=O	105	90	79	90	145	87	124	99	89
CCC(SCC(N)=O)(C(N)=O)c1ccccc1 (stereo not given)	97	96	93	90	102	97	91	94	104
N#Cc1c(-c2ccccc2)nc2c(c(-c3ccccc3)nn2-c2ccccc2)c1-c1ccc(N2CCOCC2)cc1	52	86	65	70	46	93	107	101	37
CCOc1ccc([C@H]2C(C(=O)c3ccc(Cl)cc3)C3(N[C@@H]2c2ccccc2)C(=O)Nc2ccccc23)cc1 (stereo not given in full)	65	84	57	64	86	49	78	85	61
CN(C)c1ccc(N=Cc2cc[n+](C)cc2)cc1	99	97	87	84	97	102	66	118	102
O=C(Oc1ccc([N+](=O)[O-])cc1)c1ccc(C[n+]2ccccc2)cc1	116	104	105	86	102	102	118	.	99
Oc1ccc(Cc2ccc(O)c3ncccc23)c2cccnc12	58	19	15	1.7*	17	8.1*	19	-9.5*	13
O=c1ccn(-c2nc(-c3ccccc3)oc2-c2ccccc2)c(=O)[nH]1	114	103	96	87	103	124	.	133	110
Nc1c(C(=O)c2ccc3c(c2)OCO3)sc2nc(-c3ccc4c(c3)OCO4)cc(C(F)F)c12	118	96	85	65	98	89	101	122	91
CCNCCCC(C)Nc1cc(OC)cc2cccnc12 (stereo not given)	84	81	91	52	89	96	96	98	95
CC/C(Cc1ccccc1)=C(\c1ccc(OCCN(C)C)cc1)c1ccc(OC(=O)NCc2ccccc2)cc1	59	74	80	68	89	92	93	73	78
CCOc1cc(C(C)(C)C)ccc1C1=N[C@H](c2ccc(Cl)cc2)[C@H](c2ccc(Cl)cc2)N1C(=O)N1CCN(CC#Cc2cccc3c2CN([C@@H]2CCC(=O)NC2=O)C3=O)CC1	13	44	18	5.3*	27	24	25	49	2.5*
C[C@]12CC[C@@H]3c4cc([N+](=O)[O-])c(O)cc4CC[C@H]3[C@@H]1CC[C@@H]2O	.	84	89	.	101	90	99	111	81
O=C(/C=C/c1ccc2c(c1)OCO2)c1ccc(O)cc1O	109	85	79	74	65	75	104	91	66
CSCc1nc2ccccc2c(C)[n+]1[O-]	94	99	105	82	99	106	99	94	101
Oc1c(Br)cc(CNC2CCCCC2)cc1Br	95	104	102	85	109	90	95	100	107
CCOC(=O)C(O)C(C#N)c1ccccc1 (stereo not given)	109	99	101	96	121	107	112	117	100
CC(C)/C=C/CC[C@](C)(O)[C@H]1CC[C@]2(C)[C@@H]1CC[C@@H]1[C@@]3(C)C/C(=C/c4ccccn4)C(=O)C(C)(C)[C@@H]3CC[C@]12C	38	82	40	66	64	82	78	133	59
Cc1ccc2c(-c3nnc(N)o3)cc(=O)oc2c1	114	90	105	83	108	95	109	98	103
CCn1cc(-c2nc(N)[nH]c(=O)c2C#N)c(-c2ccc(Br)cc2)n1	90	91	96	89	118	94	103	95	99
C#CC(CC(C)CC(C)(C)C)N(C)C (stereo not given)	111	.	97	.	113	96	110	102	99
CCOC(=O)c1c2c(n(-c3ccc(Br)cc3)c1-c1ccccc1)C=CCC2	60	91	60	73	95	97	100	94	86
COc1cccc2cc(C(C)C(=O)OCc3cn(-c4c5ccccc5nc5ccccc45)nn3)ccc12 (stereo not given)	103	100	88	87	96	100	111	97	102
Cc1nc2ccc(Cl)cc2c(-c2ccccc2)c1C(=O)c1ccccc1	83	87	65	70	133	98	100	137	92
COc1cccc(NC(=O)Nc2ccc(Nc3nc(C)nc4[nH]c(C)c(C)c34)cc2)c1	102	83	63	75	97	91	106	146	100
CCCN1C(=O)N(CCC)C2C1NN=C1SC(c3ccccc3)=CC(=O)N12 (stereo not given)	105	99	92	99	100	104	97	114	69
O=C1NC(N2CCN(c3ccccn3)CC2)S/C1=C\c1ccc(N2N=C(c3ccccc3)CC2c2ccccc2)cc1 (stereo not given)	77	100	78	75	83	96	101	103	85
Cc1cc(C)c2sc(NC(=O)c3ccccc3)nc2c1	75	93	58	48	73	83	74	101	44
Cc1ccc2nc(-c3ccccc3)cc(-c3nn4c(-c5ccccc5)nnc4s3)c2c1	104	103	90	79	90	97	109	132	95
Cc1cc(Cl)ccc1N=C(N)N	101	112	106	109	102	117	115	107	105
C[C@@H]1C[C@@H]([C@@H](CC2CC(=O)NC(=O)C2)OC(=O)CC(=O)c2ccccc2)C(=O)[C@@H](C)C1	10	1.2*	5.7*	-10*	15	8.2*	.	3.6*	9.0*
COc1ccc(-n2cnc(N)c2C(=O)c2cc(OC)c(OC)c(OC)c2)cc1	100	95	100	88	112	95	107	103	99
COc1ccc(-c2nnc(N3CCN(C(=O)CN4CCN(c5ccc(OC)cc5)CC4)CC3)nc2-c2ccc(OC)cc2)cc1	4.1*	26	-41*	-64*	-93*	-73*	34	29	-41*
N#Cc1c(-c2ccccc2)cc(-c2c[nH]c3ccccc23)nc1-c1c[nH]c2ccccc12	103	102	103	68	102	96	94	124	99
O=C1CCS(=O)(=O)c2ccccc21	99	99	99	83	96	99	112	96	99
CCCCNC(=O)OCC	107	96	96	99	104	101	110	108	96

A run of entries taken from the entries so far, for reference:
canonical_smiles	HT29	786-0	HCT-116	UO-31	SW-620	SN12C	HCC-2998	TK-10	HCT-15
CCN1CCN(CCCNc2nccc(-c3cn(-c4ccccc4)nc3-c3ccc(Cl)c(O)c3)n2)S1(=O)=O	105	90	79	90	145	87	124	99	89
CCC(SCC(N)=O)(C(N)=O)c1ccccc1 (stereo not given)	97	96	93	90	102	97	91	94	104

Reprinted at random: 4 records from the list, in no set order.
canonical_smiles	HT29	786-0	HCT-116	UO-31	SW-620	SN12C	HCC-2998	TK-10	HCT-15
CCn1cc(-c2nc(N)[nH]c(=O)c2C#N)c(-c2ccc(Br)cc2)n1	90	91	96	89	118	94	103	95	99
CSCc1nc2ccccc2c(C)[n+]1[O-]	94	99	105	82	99	106	99	94	101
Cc1ccc2nc(-c3ccccc3)cc(-c3nn4c(-c5ccccc5)nnc4s3)c2c1	104	103	90	79	90	97	109	132	95
Cc1ccc2c(-c3nnc(N)o3)cc(=O)oc2c1	114	90	105	83	108	95	109	98	103

The list continues:
canonical_smiles	HT29	786-0	HCT-116	UO-31	SW-620	SN12C	HCC-2998	TK-10	HCT-15
C=C1c2nc3ccccc3n2C=C(c2cccc(Cl)c2)N1Cc1ccc(OC)cc1	99	35	13	9.8*	21	37	26	31	26
NNc1nc(-c2ccncc2)nc2sc3c(c12)CCCCCC3	87	82	96	80	108	96	116	.	93
O=[N+]([O-])c1cc(F)c(F)cc1F	95	104	102	97	101	116	111	94	103
Cc1ccc(C)o1	120	107	113	94	107	101	100	105	102
C#C[C@]1(O)CC[C@H]2[C@@H]3CCc4c(C)ccc(O)c4[C@H]3CC[C@@]21C	105	97	112	103	106	93	109	113	91
NC(=O)c1c(NC(=O)c2ccc(C(F)(F)F)cc2Cl)sc2c1CCC(=O)C2	1.2*	17	-57*	-100*	-50*	-5.2*	-6.6*	6.3*	-35*
CNC(=O)c1cc(-n2ccc3cc(NS(=O)(=O)c4ccccc4)ccc32)ccn1	96	93	88	81	104	96	91	105	91
Cc1ccc([N+](=O)[O-])cc1N	99	109	106	57	107	91	103	97	102
COC(=O)CCC(=O)N(CCN(C)C)CCN(C)C	105	107	102	104	111	95	103	91	104
Cc1ccc2c(CSc3nc(-c4ccc(Cl)cc4)c(C#N)c(=O)[nH]3)cc(=O)oc2c1	105	98	106	91	113	102	92	98	106
CN(C)S(=O)(=O)n1cnc([C@@H]2[C@H]3C(=O)OC[C@@H]3C[C@@]23N=CN(Cc2ccccc2)C3=O)c1	109	108	107	98	98	100	195	131	111
CCCCCCCCOc1ccc(/C=C/C(=O)c2ccc(B(O)O)cc2)cc1	94	92	85	64	98	98	101	108	95
CCc1cc(OC(=O)N2CCC(N3CCCCC3)CC2)ccc1Nc1cc(-c2ccc(-n3cccn3)cc2)[nH]n1	-19*	58	-64*	46	-38*	78	84	96	-45*
CCC1NC(=O)c2cc(S(N)(=O)=O)c(Cl)cc2N1 (stereo not given)	109	116	115	99	108	94	105	106	109
O=c1ssc2ccccc12	106	101	107	77	108	91	103	98	103
CCOC(=O)C1=C(C)n2nc(CC#N)c(C#N)c2NC1c1ccc(CC)cc1 (stereo not given)	107	106	95	65	98	100	98	109	100
CCOC(=O)N1CCN(CCCCCCOc2ccc(C3CCCCC3)cc2)CC1	50	81	44	73	77	81	89	87	48
COc1ccc(C(=O)C/C(=C/c2ccc(-c3ccc(Cl)cc3)o2)C(=O)NCc2ccc(F)cc2)cc1	87	84	81	75	97	80	108	90	79
CCOC(=O)c1ccc(NC(=S)NC(=O)c2ccc(NC(=O)c3ccc(C)cc3)cc2OC)cc1	87	108	94	55	100	97	115	113	98
O=C1/C(=C\c2ccc(Br)o2)SC(=S)N1CCc1ccc(O)cc1	114	79	78	-48*	102	87	119	93	72
COc1ccc(NC(=O)Cn2c(O)c(N=Nc3ccc(S(N)(=O)=O)cc3)c3ccccc32)cc1	-2.9*	-25*	3.4*	84	25	60	18	76	79
Cc1nc2ccc(Cl)cn2c1-c1nnc(SCc2cc(F)ccc2F)o1	103	81	99	64	98	87	101	113	86
O=C(Cn1cc(CSc2nnc3oc4ccccc4n23)nn1)Nc1ccc([N+](=O)[O-])cc1	65	88	50	41	80	71	66	79	57
CC1C(=O)C2=C(CCC2)c2cn(Cc3ccccc3)c3cccc1c23 (stereo not given)	78	79	77	59	98	80	.	91	77
CN(C)CCN1CCN(C)CC1	106	103	109	88	109	100	118	123	106
COc1ccc2c(c1)/C(=C/c1c(-c3cc(OC)c(OC)c(OC)c3Br)nc3sc(C)cn13)C(=O)N2	111	80	83	70	108	106	116	107	102
CCCCN(CCCC)CCCNc1c2c(nc3cc(Cl)ccc13)CCCC2	37	95	39	49	65	83	98	92	64
O=C(O)c1ccc(Cl)cc1O	99	101	103	88	111	97	96	99	104
N#C/C(=C\c1cccs1)C(=O)Nc1ncc(Cc2ccc(Cl)cc2Cl)s1	124	100	103	79	99	96	108	103	82
O=C1Nc2ccc(F)cc2/C1=C/c1cc(-c2ccc3c(c2)OCO3)n[nH]1	107	91	96	87	101	102	109	120	94
CC(C)c1ccc(-n2c(=S)[nH]c3sc4c(c3c2=O)CCC(=O)C4)cc1	109	102	54	47	48	51	40	106	46
CC/C(=N\N=C(/CC)c1ccccc1O)c1ccccc1O	94	104	88	83	95	98	109	120	86
O=C1CC(c2ccccc2)Cc2nc3ccc(Cl)cc3cc21 (stereo not given)	4.4*	38	5.4*	35	23	28	5.3*	71	14
COc1cccc2nc(Nc3cccc(NC(=O)c4ccc(N5CCOCC5)c(C(F)(F)F)c4)c3)ccc12	13	31	35	33	67	62	62	63	34
